# Bioassay records (PubChem BioAssay)
# BL2 CD40 inh – inhibitors of CD40-induced NF-kB signaling, primary screen, BL2 cells, luciferase reporter, single point | CD40L-induced, 4 h | inhibition, % at 10 µM | 83,000 tested, 0.94% active;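 active = mean inhibition of at least 50% with a set share of replicates also reaching that level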;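 note: 0% = neutral control wells and 100% = IKK inhibitor VII at 50 µM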
# * = called active by the depositor; & = joins results of further samples; [ ] = dose if it differs, or a comment. Some of the compounds tested, so the mix of outcomes need not match the whole.
SMILES,BL2 CD40 inh
Cc1ccc(C(CNS(=O)(=O)c2ccc([N+](=O)[O-])cc2)N2CCN(C)CC2)cc1 (stereo not drawn),-5
CC(C)NC(=O)c1cc2cc([N+](=O)[O-])ccc2s1,-15
O=C(N/C(=C/c1cccs1)C(=O)N1CCCCCC1)c1ccccc1,0
O=S(=O)(NCCCc1ccccc1)c1cccc2nsnc12,5
COc1ccc(N(C)S(=O)(=O)c2cccc(C(=O)Nc3nnc(C)s3)c2)cc1,2
Cc1cc(C(=O)N2CCCc3ccccc32)no1,4
CC(C)(O)CN(C(=O)c1ccc([N+](=O)[O-])cc1)C1CCCC1,3
CN(C(=O)COC(=O)c1cc2c(s1)CCCCC2)C1CCS(=O)(=O)C1 (stereo not drawn),4
CC(C)c1cc(=O)oc2c3c4c(cc12)CCCN4CCC3,-24
CN(CC(=O)Nc1cccc(F)c1)C(=O)Cn1c(=O)oc2ccccc21,-3
C[C@@H]1CN([C@@H](C)CO)C(=O)CCCn2cc(nn2)CO[C@H]1CN(C)C(=O)C1CC1,-21[25 µM]
C=CCOc1ccc(/C=C/C(=O)OCC(=O)NCc2ccco2)cc1,7
Fc1ccc(CN2[C@@H]3CN(CC(F)(F)F)C[C@H]2C3c2ccc(Br)cc2)cc1 (stereo partly drawn),7
Cc1ccc(S(=O)(=O)NCCNc2ccccc2[N+](=O)[O-])cc1,6
N#Cc1ccccc1OCC(=O)Nc1c(C(=O)C2CC2)oc2ccccc12,-1
CCC(C)C(NC(=O)OC(C)(C)C)C(=O)NC(C(=O)NC(C)C(N)=O)C(C)C (stereo not drawn),12
COc1ccc(C#Cc2ccc([C@H]3[C@@H](CO)N4CCCCN(C(=O)Nc5cccc(F)c5)C[C@H]34)cc2)cc1,22[25 µM]
CC(=O)Nc1ccc2c(O)cc(S(=O)(=O)O)cc2c1,3
COc1cccc(C(=O)Nc2ccc3c(c2)C(=O)N(C)C[C@@H](OC)[C@@H](C)CN(C(=O)C2CCCC2)[C@@H](C)CO3)c1,9
O=C(NNC(=O)c1cc(Cl)ccc1O)c1ccc(NS(=O)(=O)c2cccs2)cc1,1
COc1cc(CNCC2CCCO2)ccc1OCC(N)=O (stereo not drawn),-6
CCCn1c(SC(C)C(=O)NCC2CCCO2)nc2sc3c(c2c1=O)CCC3 (stereo not drawn),1
CC(C)(O)C#Cc1ccc([C@H]2[C@@H](CO)N3CCCCN(C(=O)c4ccncc4)C[C@@H]23)cc1,-1[25 µM]
CCOc1ccccc1NC(=O)CCC(=O)O,-3
COc1ccc(C2CC(=O)c3cnn(-c4nc(C)cc(C)n4)c3C2)cc1 (stereo not drawn),-10

# By substructure: the entries above with a nitro group on carbon.
SMILES,BL2 CD40 inh
Cc1ccc(C(CNS(=O)(=O)c2ccc([N+](=O)[O-])cc2)N2CCN(C)CC2)cc1 (stereo not drawn),-5
CC(C)NC(=O)c1cc2cc([N+](=O)[O-])ccc2s1,-15
CC(C)(O)CN(C(=O)c1ccc([N+](=O)[O-])cc1)C1CCCC1,3
Cc1ccc(S(=O)(=O)NCCNc2ccccc2[N+](=O)[O-])cc1,6

# Further records follow:
SMILES,BL2 CD40 inh
CCC(C)(C)n1nnnc1CN1CCSCC1,-12
CC(C)N(Cc1ccccc1)S(=O)(=O)N(C)C,9
CCC(OC(=O)c1nsc(Cl)c1Cl)C(=O)NCCOC (stereo not drawn),7
CSc1ncc(Cl)c(C(=O)Nc2cccnc2)n1,0
Cc1nc(C)c(-c2csc(Nc3ccc(F)cc3)n2)s1,-40
O=C(C[C@@H]1C[C@@H]2c3cc(NC(=O)NC4CCCC4)ccc3O[C@@H]2[C@H](CO)O1)NCC(F)(F)F,1
COC(=O)NCCOc1cc(C)ccc1C,-4
CC(NC(=O)COC(=O)C12CC3CC(CC(O)(C3)C1)C2)c1ccccc1 (stereo not drawn),11
COc1ccc2c3c([nH]c2c1)[C@H](CO)N(C(=O)NC(C)C)CC31CN(Cc2ccc(F)cc2)C1,40[25 µM]
CCCCn1c(N)c(N(CC(C)C)C(=O)c2ccc(OC)c(S(=O)(=O)N3CCOCC3)c2)c(=O)[nH]c1=O,5
CS(=O)(=O)c1ccc(NC(=O)c2ccc3c(c2)S(=O)(=O)N=C2CCCCCN23)cc1,6
CN(CC(=O)NC(=O)NC1CCCCC1)c1ccccc1,-4
CCOC(=O)C1(C)CCN1C(=O)c1cccc(C(F)(F)F)c1 (stereo not drawn),11
CCc1nc2ccccc2n1CC(=O)N1CCN(Cc2ccccc2)CC1,4
COC(=O)c1noc(-c2ccc(C)cc2)n1,6
CCCC(C)NC(=O)c1cc(Cl)ccc1OC (stereo not drawn),13
Cc1ccc(C)c(S(=O)(=O)N2CCCC2CNC(=O)C(=O)NC2CCCC2)c1 (stereo not drawn),3
CN(CC(=O)Nc1ccc(F)c(F)c1F)C(=O)c1ccc(-n2cncn2)cc1,-9
O=C(OCC(=O)C12CC3CC(CC(C3)C1)C2)c1ccccn1,-10
COC(=O)c1cc(NC(=O)c2cccnc2)ccc1N1CCOCC1,3
O=C(O)C1CN(c2nc(Cl)ccc2[N+](=O)[O-])C1,5
Cc1sc(NC(=O)c2ccccc2F)c(CN2CCCCC2)c1C,-92
CC(c1ccc(F)cc1)n1c(Cn2ncc3ccccc3c2=O)n[nH]c1=S (stereo not drawn),2
COc1ccccc1-c1ccc([C@H]2[C@@H](CO)N(C(=O)C3CCCCC3)[C@H]2C#N)cc1,24
COc1cccc(-c2ccc([C@H]3[C@H](C#N)N(C(=O)Cc4ccncc4)[C@H]3CO)cc2)c1,-21[25 µM]

# By substructure: those above containing a cyano group (3)
SMILES,BL2 CD40 inh
N#Cc1ccccc1OCC(=O)Nc1c(C(=O)C2CC2)oc2ccccc12,-1
COc1ccccc1-c1ccc([C@H]2[C@@H](CO)N(C(=O)C3CCCCC3)[C@H]2C#N)cc1,24
COc1cccc(-c2ccc([C@H]3[C@H](C#N)N(C(=O)Cc4ccncc4)[C@H]3CO)cc2)c1,-21[25 µM]

# Continued.
SMILES,BL2 CD40 inh
Cc1ccsc1C(=O)OCC(=O)N1CCN(c2ccccc2)CC1,-49
O=C(N/N=C\c1cccs1)c1ccccc1-n1cccc1,-18
CN(C)C(CNC(=O)CN1C(=O)NC2(CCCC2)C1=O)c1ccccc1 (stereo not drawn),7
CCc1nccn1CCC(=O)N1CCCC(N2CCN(c3ccccc3C)CC2)C1 (stereo not drawn),2
O=S(=O)(c1ccc(-c2nc3ccccc3s2)cc1)N1CCCC1,-23
Cc1cc(C)c2c(N)c(-c3nc4ccccc4[nH]3)sc2n1,-71
CCCCOC(=O)c1cccc(NC(=O)CCC(=O)O)c1,19
CC(C)[C@H]1COCc2cn(nn2)CCC[C@H](C)C(=O)N1,-7[25 µM]
COC(=O)n1c(=O)oc2ccccc21,3
c1ccc(CCc2nn3c(Cn4nnc5ccccc54)nnc3s2)cc1,-23
CCc1ccc(Nc2nnc(SCC(=O)c3c(N)n(C4CC4)c(=O)[nH]c3=O)s2)cc1,-46
CS(=O)(=O)N(CC(=O)O)c1cc(Cl)cc(Cl)c1,19
Cc1cc(C)c2c(n1)sc1c(N3CCCCC3)ncnc12,-17
CCOc1ccccc1OCC(=O)OC(C)C(=O)Nc1ncc(Cl)cc1Cl (stereo not drawn),2
OC[C@H]1[C@@H](c2ccc(C#CC3CCCC3)cc2)[C@@H]2CN(CCC(F)(F)F)CCCCN12,-28[25 µM]
Cc1ccc(S(=O)(=O)N2CCOCC2)cc1C(=O)OCC(=O)Nc1ccc2[nH]c(=O)[nH]c2c1,-3
CCSc1nnc(CNC(=O)C23CC4CC(CC(C4)C2)C3)n1C1CCCCC1,6
O=C(Cn1cnc([N+](=O)[O-])c1)Nc1ccc(Cl)cc1Cl,0
OCCN1CCN(c2ncnc3c2c(-c2ccccc2)cn3-c2ccc(F)cc2)CC1,28
CCCCCOC(=O)NCC(O)c1ccccc1 (stereo not drawn),-28
CN(C(=O)c1cccc(S(=O)(=O)N2CCCCC2)c1)C1CCS(=O)(=O)C1 (stereo not drawn),-8
Cc1cc(C)n(CC(O)COCc2ccco2)n1 (stereo not drawn),7
O=C1N=C(N2CCOCC2)S/C1=C\c1cccs1,-57
O=C(c1ccc2c(c1)OCO2)N1C[C@@H]2[C@H](c3ccccc31)[C@H](CO)N2C(=O)CC1CC1,-3[25 µM]
CO[C@@H]1CN(C)C(=O)c2ccc(NC(=O)C3CCC3)cc2OC[C@H](C)N(Cc2nccs2)C[C@@H]1C,-4

# An excerpt from above in order of their number in BL2 CD40 inh, low to high.
Molecule | BL2 CD40 inh
c1ccc(CCc2nn3c(Cn4nnc5ccccc54)nnc3s2)cc1 | -23
O=C(N/N=C\c1cccs1)c1ccccc1-n1cccc1 | -18
Cc1ccc(S(=O)(=O)N2CCOCC2)cc1C(=O)OCC(=O)Nc1ccc2[nH]c(=O)[nH]c2c1 | -3
CCOc1ccccc1OCC(=O)OC(C)C(=O)Nc1ncc(Cl)cc1Cl (stereo not drawn) | 2
COC(=O)n1c(=O)oc2ccccc21 | 3
CN(C)C(CNC(=O)CN1C(=O)NC2(CCCC2)C1=O)c1ccccc1 (stereo not drawn) | 7
CS(=O)(=O)N(CC(=O)O)c1cc(Cl)cc(Cl)c1 | 19

# (continued)
SMILES,BL2 CD40 inh
Cn1c(C(=O)O)c(CC(=O)NCc2cccnc2)c2ccccc21,6
CN(C)C(=O)N1CCc2ccc([N+](=O)[O-])cc21,5
O=C(NCC1CCCN1S(=O)(=O)c1cccs1)C(=O)Nc1ccc(F)cc1 (stereo not drawn),-30
Cc1cccc(C(=O)NCC(=O)N2CCN(S(=O)(=O)c3cc(C)ccc3C)CC2)c1,0
C[C@H]1CN([C@@H](C)CO)C(=O)CCCn2nncc2CO[C@H]1CN(C)C(=O)c1cc(-c2ccccc2)on1,-6[25 µM]
O=C(NCCC1=CCCCC1)C1CCN(C(=O)c2ccc(Br)cc2)CC1,4
CCOC(=O)Cc1nn(C(C)C)c(=O)c2ccccc12,-17
NC(=S)NN=C1CCCC(C(F)(F)F)C1 (stereo not drawn),-4
Cc1csc(N(C(=O)c2cccc(S(=O)(=O)N3CCCC3)c2)c2ccccc2)n1,20
C[C@H](NC(=O)c1ccco1)C(=O)NNC(=O)COc1cccc(C(F)(F)F)c1,16
NC(=O)c1ccc(SCC(=O)OCC(=O)N2CCN(C(=O)c3ccco3)CC2)c([N+](=O)[O-])c1,4
O=C(Nc1cccnc1)Nc1ccccn1,7
O=c1cc(-c2ccccc2)[nH]n1-c1ccccc1,-10
OC[C@H]1[C@@H]2c3ccccc3NC[C@@H]2N1CC1CCOCC1,11[25 µM]
Cc1ccc(NC(=O)CSc2nnc(N)s2)cc1S(=O)(=O)N1CCOCC1,-2
O=C(COC(=O)c1ccc(S(=O)(=O)N2CCCCCC2)cc1)NCc1ccc(F)cc1,-8
O=C(Cn1nc(C(F)F)cc1C1CC1)NCCC1=CCCCC1,18
N#Cc1ccc(-c2ccc([C@@H]3[C@@H]4CN(C(=O)Nc5ccc6c(c5)OCO6)C[C@H]3N4)cc2)cc1,9[25 µM]
Cc1ccc(-c2nc3sc4c(c3c(=O)n2N)CCCC4)cc1,-59
N#Cc1nc(Cc2cccc3ccccc23)oc1NCCN1CCOCC1,-2
CC(C)(C)OC(=O)NNC(=S)NC1CCCCC1,6
CCN(CC)CCOC(=O)C1(C2CCCCC2)CCCCC1,2
CCN(CCC(=O)Nc1cc(OC)cc(OC)c1)Cc1ccccc1,13
OC(COc1cccc2ccccc12)CN1CCOCC1 (stereo not drawn),-3
CN(C(=O)COc1ccccc1C(=O)NCCc1ccccc1)c1ccccc1,-60

# Other records follow.
SMILES,BL2 CD40 inh
COc1cccc(CN2[C@H](CO)[C@@H]3c4ccccc4N(C(=O)c4ccncc4)C[C@@H]32)c1,4[25 µM]
CN(C)C(=O)c1cccc(-c2ccc(C3[C@H]4CNC[C@@H]3N4C(=O)Nc3cccc(Cl)c3)cc2)c1 (stereo partly drawn),-1&-3[25 µM]
Cc1cc(NC(=O)C2CCCC2)n(-c2nc3ccccc3[nH]2)n1,5
CCN1CCN(CC(=O)N2CCCC(C(=O)c3ccc(Oc4ccccc4)cc3)C2)CC1 (stereo not drawn),-6
COc1cccc(-c2ccc([C@H]3[C@H](C#N)N(C(=O)c4ccccn4)[C@H]3CO)cc2)c1,-52
O=C(C1CCCC1)N1CC[C@H]2[C@H](CO)Nc3ccc(Br)cc3[C@H]21,-7
COCCNC(=O)c1ccc(-n2c(SCc3cccnc3)nc3ccccc3c2=O)cc1,5
CCC(=O)N1CC(=O)N2[C@H](CO)[C@H](c3ccc(C#CCC(C)C)cc3)[C@H]2C1,-3[25 µM]
Cc1ccc(N2CC(C(=O)Nc3ccc4c(c3)OCCO4)CC2=O)cc1 (stereo not drawn),40
Cc1nc2c(C(=O)N3CCOCC3)cnn2c(C)c1Cc1cccc(Cl)c1,7
COc1ccc(CC(=O)N2CC3(C)CC2CC(C)(C)C3)cc1OC (stereo not drawn),3
CC(=O)Nc1nccc(-c2cc(-c3ccccc3)no2)n1,-90
O=C(c1cnccn1)N(Cc1ccco1)C1(C(=O)NC2CCCC2)CCCCC1,27
O=C(C1CCC(=O)N1Cc1ccccc1Cl)N1CCN(c2ccc(F)cc2)CC1 (stereo not drawn),11
O=C(COc1cccc(F)c1)Nc1nc(-c2ccccn2)cs1,14
CC(C)COC(=O)N1C[C@H](O)C[C@H]1C(=O)Nc1ccc(Cl)cc1,8
O=C(NNC(=O)c1sccc1-n1cccc1)c1ccc(F)cc1,5
CS(=O)(=O)N1N=C(c2ccco2)CC1c1ccc(Cl)cc1Cl (stereo not drawn),4
COc1ccccc1NC(=O)N[C@@H]1CC[C@@H](CCNS(=O)(=O)c2ccc(Cl)cc2)O[C@@H]1CO,12[25 µM]
CCOc1ccc(N2C(=O)CC(Sc3ccccc3C(=O)O)C2=O)c([N+](=O)[O-])c1 (stereo not drawn),2
Nc1ccn(C2OC(COC(=O)C34CC5CC(CC(C5)C3)C4)C(O)C2O)c(=O)n1 (stereo not drawn),-7
Cc1ccc(C(=O)CCC(=O)OCC(=O)N(CC(C)C)c2c(N)n(Cc3ccccc3)c(=O)[nH]c2=O)cc1,15
